# SR-BI uptake up = activators of SR-BI mediated DiI-HDL uptake, primary screen, ldlA[mSR-BI] CHO cells, DiI fluorescence | 0.096% of 320,000 active | 3 h; 100 = double the neutral-control signal | AID 504775, 2011 | activation, % at 12.5 µM;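 active means mean replicate activation of at least 60% and every replicate at or above 60%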;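 further: 0% = median plate neutral-control signal and 100% = twice that signal; values of inactives mirror those of a sister screen read the other way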
#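 System: LDL receptor-deficient CHO ldlA cells overexpressing murine SR-BI | Timing: 3 h uptake period with compound, 37 °C | Medium: HEPES-buffered (25 mM, pH 7.4) F12 plus 0.5% BSA | Dosing: Single-point compound dose | Signal: Bottom-read fluorescence, 550/595 nm | Read-out: Retained DiI signal reflecting DiI-HDL uptake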
# CAL PDZ FP-1 = untagged CAL PDZ binding inhibitors, primary screen, biochemical, fluorescence polarization, HTS; inhibition, % at 24.9 µM; purified CAL PDZ, TMR-peptide fluorescence polarization, 1 h; AID 602252, 2012; Golgi-associated PDZ and coiled-coil motif-containing protein (Homo sapiens), Q9HD26; 0.92% of 300,000 active;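 active means mean inhibition of at least 30% with at least half of replicates also reaching 30%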;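 further: 0% = DMSO neutral control and 100% = excess unlabeled competitor peptide PRC23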
# CAL PDZ FP-2 = CAL PDZ peptide-binding inhibitors, primary screen, biochemical, fluorescence polarization, Cer-tagged CAL PDZ, HTS; AID 504414, 2011; purified CAL PDZ, TMR-peptide fluorescence polarization, 1 h; 0.02% of 330,000 active; Golgi-associated PDZ and coiled-coil motif-containing protein (Homo sapiens), Q9HD26; inhibition, % at 20 µM;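 active means highest replicate inhibition of at least 40%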;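 further: plate controls were DMSO neutral control wells for no effect and unlabeled competitor peptide control wells for full effect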
#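 Test system: tagged CAL PDZ domain / Buffer or medium: sodium phosphate/NaCl buffer pH 7.4 with TCEP, IgG, Thesit / Reagent: TMR-labelled reporter peptide T*-PRC34 bound in PDZ groove / Compound dosing: single point, 20 µM / Schedule: 1 h incubation at room temperature before polarization reading / Technique: fluorescence polarization (mP) / Benchmarks: unlabelled peptide, DMSO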
# Wnt act = Wnt/beta-catenin pathway activators, primary screen, cell-based, plate reader, single point; Wnt/beta-catenin reporter cell assay, activator; activation, % at 9.35 µM; 1.2% of 300,000 active; in the data active means activation above about 30%, passing the limit was not always enough;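 further: 0% = neutral control wells and 100% = positive control wells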
# phage Ecoli inh = growth loss of phage-infected E. coli, primary screen, RecBCD inhibitor project, absorbance, with phage, HTS; 0.26% of 360,000 active; inhibition, % at 11.9 µM; AID 651602, 2012; in the data active means inhibition above about 11%
# Ecoli viability = E. coli V3065 growth inhibition, primary screen, counter-screen for AddAB inhibitor project, absorbance, OD600; 18 h; inhibition, % at 11.9 µM; 0.27% of 330,000 active;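 active means inhibition above the campaign's mean inhibition across all tested compounds plus 3 SD, cut at about 9.9% in these data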;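 further: uninfected addAB+ strain grown without phage in ampicillin broth; 0% = DMSO wells and 100% = ciprofloxacin 0.95 µg/ml wells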
# AddAB inh = growth inhibition of E. coli expressing H. pylori AddAB, primary screen, AddAB inhibitor project, absorbance; 0.29% of 330,000 active; inhibition, % at 11.9 µM; in the data active means inhibition above about 12%;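 further: 0% = vehicle wells of infected cells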
# SR-BI DiI inh = inhibitors of SR-BI mediated HDL lipid uptake, primary screen, ldlA[mSR-BI] cells, fluorescence, single point. ldlA[mSR-BI] CHO cells, DiI-HDL uptake fluorescence, 3 h. inhibition, % at 12.5 µM. 0.96% of 320,000 active. AID 488896, 2010;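 active means mean replicate inhibition of at least 70% and a set share of replicates each scoring 70 or more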;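 further: 0% = median of neutral control wells and 100% = median of positive control wells; values of inactives mirror those of a sister screen read the other way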
# Target sequence (Q61009 whole entry, looked up): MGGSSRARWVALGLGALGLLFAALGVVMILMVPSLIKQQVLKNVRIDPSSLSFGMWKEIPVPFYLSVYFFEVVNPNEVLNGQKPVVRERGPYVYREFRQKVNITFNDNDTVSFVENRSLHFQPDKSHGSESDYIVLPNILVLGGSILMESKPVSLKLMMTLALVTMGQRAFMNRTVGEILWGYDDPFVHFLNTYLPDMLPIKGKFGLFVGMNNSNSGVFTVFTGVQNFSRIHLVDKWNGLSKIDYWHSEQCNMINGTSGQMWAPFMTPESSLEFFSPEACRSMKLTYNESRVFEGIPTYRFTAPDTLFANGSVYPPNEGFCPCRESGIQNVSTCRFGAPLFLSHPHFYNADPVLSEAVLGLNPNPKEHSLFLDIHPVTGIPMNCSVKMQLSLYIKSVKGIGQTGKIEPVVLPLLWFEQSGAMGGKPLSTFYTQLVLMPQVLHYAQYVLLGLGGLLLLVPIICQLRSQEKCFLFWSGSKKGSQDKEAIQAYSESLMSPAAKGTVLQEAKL
# MITF act = activators of MITF-driven TRPM1 promoter reporter, primary screen, cell-based, SK-MEL-5, luciferase, single point; SK-MEL-5 TRPM1-promoter luciferase, 24 h; % of positive control, neutral wells = 0; AID 588334, 2011; activation, % at 12.5 µM; 0.75% of 300,000 active;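 active means mean activation of at least 80% with every replicate also reaching 80%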;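 further: 0% = neutral control wells and 100% = parthenolide positive control wells; values of inactives mirror those of a sister screen read the other way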
# Tat transport = E. coli Tat export inhibitors, primary screen, MC4100, TorA-mCherry reporter, fluorescence, single point. AID 488895, 2010. inhibition, % at 10 µM. 0.036% of 340,000 active;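 active means mean replicate inhibition at least 50% and at least half of replicates individually reaching 50%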;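 further: exported cargo escapes ClpAP degradation while cytoplasmic cargo is degraded and loses fluorescence; 0% = median of neutral control wells and 100% = median of NaSCN control wells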
# Numbers without * were called inactive; · = not tested or not shown.
# Every second line gives: SR-BI uptake up	CAL PDZ FP-1	CAL PDZ FP-2	Wnt act	phage Ecoli inh	Ecoli viability	AddAB inh	SR-BI DiI inh	MITF act	Tat transport
CCOc1ccc(NCC(=O)c2ccc(C)cc2)cc1
 : -4	-5	-1.6	-1	2.3	3.1	3.3	4	-6	-2
CC1CCCN(C(=O)COC(=O)C2CCN(S(=O)(=O)c3ccc4c(c3)OCCO4)CC2)C1 (centres undefined)
 : -7	-2	-3.1	1	1.6	2.7	6.3	7	3	-7
O=c1c(F)cn(C2CCCO2)c(=O)n1Cc1c(F)cccc1Cl (centres undefined)
 : -19	1	0.3	-5	4.8	-0.3	0.5	19	-14	3
O=C(NCC(c1cccs1)N1CCOCC1)c1ccccc1NS(=O)(=O)c1ccc(Cl)c([N+](=O)[O-])c1 (centres undefined)
 : 15	-2	-1.7	·	2.8	-1.1	1.3	-15	7	-3
COc1ccc(-n2nnc3c(=O)n(CC(=O)N4CCC(Cc5ccccc5)CC4)cnc32)cc1
 : 28	-1	0.3	-4	2.5	-0.6	0.3	-28	6	-2
Cc1cc2c(cc1S(=O)(=O)NCc1ccccc1)OCC(=O)N2
 : -3	·	-1.5	1	2.4	0.2	-2.2	3	·	3
COc1ccc(OC)c(-n2c(SC)nnc2-c2c[nH]c3ccccc23)c1
 : 1	0	-3.2	-2	2.9	1.6	-4.3	-1	0	2
CCCSc1cc(N2CCCC2)nc(-c2ccccc2)n1
 : 11	0	-1.3	·	1.3	0.7	1.3	-11	1	-8
O=C(CNS(=O)(=O)c1ccc2ccccc2c1)OCc1nnc(-c2ccccc2)o1
 : -8	-3	-4.2	-1	1.7	0.6	2.4	8	17	8
Cc1ccccc1N1C(=O)CN(Cc2sccc2C)C1=S
 : -2	-6	-1.7	-2	4.6	-1.1	1.8	2	-2	-7
CCOC(=O)Cc1csc(NC(=O)CSc2nnc(C)n2C)n1
 : ·	-1	-1.6	-1	1.8	-6.1	-3.0	·	5	3
O=C(NC1CC1)c1cc2ccccc2o1
 : ·	-2	-1.4	2	1.8	2.3	3.0	-5	6	-3
Cc1cccc[n+]1CC(=O)Nc1ccc([N+](=O)[O-])cc1Cl
 : -5	-2	-2.0	-5	1.9	-1.6	0.7	5	·	-10
CCCC1Cc2c(sc3ncnc(N)c23)CO1 (centres undefined)
 : -20	1	-1.8	1	3.5	0.5	1.4	20	0	-6
Cc1ccc(-c2nnc(SCC(=O)N(CC(C)C)c3c(N)n(Cc4ccccc4)c(=O)[nH]c3=O)n2N)cc1
 : 2	·	-2.7	-3	2.0	1.1	-1.0	-2	-13	3
NC(=O)C[n+]1cccc2ccccc21
 : -6	-5	-0.6	0	1.3	2.7	4.3	6	-1	-2
CC(/C=C1\SC(=S)N(CC(=O)N2CCN(c3ccccc3)CC2)C1=O)=C\c1ccccc1
 : -52	-1	-2.5	1	3.2	-3.5	3.5	52	15	-2
Cc1nc(-c2ccc(NC(=O)C(C)(C)C)cc2)c(-c2ccccc2)o1
 : -25	0	-0.1	0	1.7	-0.6	-0.6	25	2	-3
COc1ccc(N2C(=O)CC(Nc3cccc([N+](=O)[O-])c3)C2=O)cc1 (centres undefined)
 : ·	1	0.4	-2	0.9	-0.4	-0.3	·	8	-8
Cc1ccc(NC(=S)NNC(=S)Nc2ccc(C)cc2C)cc1
 : -18	4	-0.3	6	1.1	3.3	-0.5	18	-18	-3
Cc1ccc(-c2nn(-c3ccccc3)cc2/C=N/NC(=O)c2ccncc2)o1
 : -36	-14	-8.5	17	1.9	1.3	5.6	36	48	7
COc1ccc(C)cc1NC(=O)CSc1nc2ccccc2nc1N1CC(C)OC(C)C1 (centres undefined)
 : -10	·	0.0	-9	0.2	-2.3	-1.2	10	·	10
C=CCn1c(SCc2ccc(C#N)cc2)nnc1-c1cccc(Cl)c1
 : -6	·	0.1	·	2.4	-0.7	1.1	6	-6	1
CC1OC(OCC2OC(Oc3c(-c4ccc(O)cc4)oc4cc(O)cc(O)c4c3=O)C(O)C(O)C2O)C(O)C(O)C1O (centres undefined)
 : 24	-3	-0.6	-2	2.3	-0.3	4.5	-24	7	-7
COC(=O)c1ccc(OCC(O)CN2CCc3cc(OC)c(OC)cc3C2c2ccccc2)cc1 (centres undefined)
 : -32	76*	-0.4	-2	1.4	-0.3	-3.2	32	-9	7
O=C(CNC(=O)/C(=C/c1ccccc1)NC(=O)c1ccc(Br)cc1)OCc1ccccc1
 : 3	-2	-1.0	-1	5.4	-0.4	-0.7	-3	-7	2
CC(C)(C)C1CCc2c(sc(NC(=O)c3cc(C4CC4)on3)c2C#N)C1 (centres undefined)
 : 17	3	1.3	-3	2.5	-0.3	-1.1	-17	0	3
CCCCCCC[C@H](N)[C@H](O)C(=O)N(C)[C@@H](CCS(C)=O)C(=O)N[C@@H](Cc1ccc(O)cc1)C(=O)N[C@@H](Cc1ccc(O)cc1)C(=O)O (some centres undefined)
 : 23	2	-1.5	-4	2.1	-2.4	-0.1	-23	-7	-10
O=C(CCC(=O)c1cccs1)NCCc1ccc(F)cc1
 : 7	9	-2.0	-1	1.7	-1.0	0.1	-7	-14	8
CC1(C)CC(=O)C(Sc2ccccc2[N+](=O)[O-])=C(O)C1
 : 1	0	-1.0	-4	3.1	1.0	2.2	-1	-4	0
Cc1ccc(NC(=O)c2ccccc2NS(=O)(=O)c2ccc(Cl)s2)cc1
 : -8	-20	-0.6	-5	11	4.7	8.5	8	-8	7
CC1C(=O)Nc2ccc(S(=O)(=O)N3CCc4ccccc4C3)cc2NC1=O (centres undefined)
 : -11	-5	·	-2	-1.5	-1.6	0.4	11	-9	2
O=C(CC1C(=O)NCCN1Cc1cccc(Oc2ccccc2)c1)NCCc1ccccn1 (centres undefined)
 : 10	3	1.2	-2	3.3	0.8	1.4	-10	2	-2
COc1ccccc1CNC(=O)CN1C(=O)NC2(CCCc3ccccc32)C1=O (centres undefined)
 : -25	-2	-0.5	-2	-1.1	1.8	1.5	25	5	-3
CCCCOc1nc2c(c(=O)n(C)c(=O)n2C)n1C
 : -3	-4	0.9	-1	1.9	0.2	1.0	3	-9	6
COc1ccc(N/C=C/C(=O)c2ccc(OC)c(OC)c2)cc1
 : -50	10	0.2	21	1.5	-3.3	0.6	50	15	3
O=C(c1ccco1)N1N=C2CCCCCC2C1(O)C(F)(F)F (centres undefined)
 : 10	-5	0.1	0	2.0	2.1	-0.5	-10	-10	-13
Cc1ccnc(NS(=O)(=O)c2ccc(-n3cccn3)cc2)c1
 : 3	·	-1.2	2	3.5	1.1	5.1	-3	-9	-3
O=C(CN(C(=O)c1cc2c(s1)CCC2)C1CCCC1)NCc1cccs1
 : -4	2	-2.7	50*	2.2	0.0	0.1	4	-5	-9
CC[C@]12c3[nH]c4cc(-c5ccco5)ccc4c3CCN1C(=O)[C@@H](CC(=O)NC/C=C(\C)CCC=C(C)C)C[C@@H]2C(=O)N1CCN(C(=O)c2ccco2)CC1
 : -27	-4	-0.3	·	·	-3.6	0.4	27	-28	4

# 3 entries already listed, sorted by count of non-hydrogen atoms, rising:
# Every second line gives: SR-BI uptake up	CAL PDZ FP-1	CAL PDZ FP-2	Wnt act	phage Ecoli inh	Ecoli viability	AddAB inh	SR-BI DiI inh	MITF act	Tat transport
Cc1ccnc(NS(=O)(=O)c2ccc(-n3cccn3)cc2)c1
 : 3	·	-1.2	2	3.5	1.1	5.1	-3	-9	-3
COc1ccc(N/C=C/C(=O)c2ccc(OC)c(OC)c2)cc1
 : -50	10	0.2	21	1.5	-3.3	0.6	50	15	3
O=C(CN(C(=O)c1cc2c(s1)CCC2)C1CCCC1)NCc1cccs1
 : -4	2	-2.7	50*	2.2	0.0	0.1	4	-5	-9

# Remaining list, next part
# Every second line gives: SR-BI uptake up	CAL PDZ FP-1	CAL PDZ FP-2	Wnt act	phage Ecoli inh	Ecoli viability	AddAB inh	SR-BI DiI inh	MITF act	Tat transport
O=C(NCCN1CCN(C(=O)c2ccc(Br)cc2)CC1)c1ccc(Br)cc1
 : -71	-4	0.7	1	-0.6	-1.6	-2.1	71*	-4	-2
CCOc1ccc(N2CC(O)=C(c3nc4ccccc4c(=O)[nH]3)C2=N)cc1
 : -6	-3	-3.0	-1	1.4	2.1	3.3	6	12	-3
COc1ccc(Cl)cc1S(=O)(=O)Nc1ccc(Cl)cn1
 : 12	-1	1.5	1	1.0	0.4	-2.2	-12	-4	4
Cc1c(C(=O)N2CCCC2)sc(NC(=O)c2ccc(Cl)cc2)c1C#N
 : -1	-1	0.1	-1	2.9	1.2	-0.2	1	2	-3
CCN(CC)C(=O)[C@H]1C[C@H](CC(=O)NCCCN(C)C)C(=O)N2CCc3c([nH]c4cc(-c5ccco5)ccc34)[C@]12C
 : 6	6	-0.7	-1	0.6	-1.2	-0.1	-6	10	2
CN(CC(=O)Nc1ccccc1Br)C(=O)CN1CCN(Cc2cccc(Cl)c2)CC1
 : -16	-8	0.4	-3	3.2	0.9	-1.1	16	7	3
Cc1ccc(NS(=O)(=O)c2cccc(C(=O)Nc3cccnc3)c2)c(C)c1
 : 15	-9	-1.1	2	1.5	-3.3	-3.5	-15	-6	-9
Cc1cc(C)n(-c2nc3c(c(=O)[nH]c(=O)n3C)n2CC(C)C)n1
 : 7	·	-1.2	·	2.1	0.4	-1.9	-7	0	0
CC(C)CC(OC(=O)c1ccco1)C(=O)NC1CCCCC1 (centres undefined)
 : 14	-1	-0.7	·	2.8	-1.5	0.5	-14	·	20
O=C(Nc1c(Cl)cccc1Cl)c1cc(-c2ccco2)on1
 : -12	-2	-2.5	-2	2.2	1.5	4.4	12	22	0
CCOc1ccc(-c2cc(N)n(S(=O)(=O)c3cccc4nsnc34)n2)cc1
 : -1	2	0.0	2	4.4	0.8	0.2	1	4	2
CC1=NN(c2ccccc2)C(=O)/C1=C\c1c(C)[nH]n(-c2ccccc2)c1=O
 : -7	-2	0.6	-4	1.5	0.2	1.9	7	·	-4
O=C(CN(Cc1ccco1)C(=O)CNS(=O)(=O)c1ccc(Cl)cc1)NCc1ccco1
 : ·	-16	-2.7	2	-1.0	-2.3	3.4	·	0	11
CSc1nc2nc(C)c(CCC(=O)OCC(=O)Nc3ccc(F)cc3)c(C)n2n1
 : 35	8	-2.7	-2	-0.7	·	·	-35	8	-6
O=C(NCc1ccccc1)c1cccc(COc2cc(Cl)ccc2Cl)c1
 : -13	-5	-0.7	11	3.0	-0.2	2.9	13	70	0
Cn1c(O)c(N=Nc2ccccc2)c2ccccc21
 : -3	-1	-0.4	4	0.6	-0.7	-1.1	3	-14	0
CCCCn1c(N)c(N(Cc2ccccc2OC)C(=O)c2sccc2C)c(=O)[nH]c1=O
 : 4	-1	-3.0	-1	2.2	1.1	-0.6	-4	13	7
